Bioassay records (PubChem BioAssay)
b-catenin transl: beta-catenin nuclear translocation modulation | HeLa beta-catenin nuclear translocation, immunofluorescence imaging | nuclear translocation activity, % at 5 µM | AID 1665 | actives 0.3% (n = 190,000);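 active means nuclear translocation activity above 50% at 5 µM, with a well cell count of 50 or more; inconclusive means wells under 50 cells across six images, flagged as toxic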;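 further: per-cell ratio of nuclear to cytoplasmic median beta-catenin stain intensity; plate controls were DMSO negative control for no effect and GSK-3 inhibitor IX positive control for full effect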
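System: HeLa cells, endogenous beta-catenin; compound dosing: 5 µM primary single dose, 0.1% DMSO, 0.02–20 µM confirmation series; incubation: 24 h compound exposure at 37°C, 5% CO2; signal: beta-catenin immunofluorescence imaging with DAPI; evaluation: % activation, nuclear-to-cytoplasmic median beta-catenin signal ratio per cell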
MgcRacGAP inhibition: MgcRacGAP GTPase-activating activity inhibitors, confirmation, biochemical, ADP Hunter fluorescence; inhibition, % at 30 µM; hits with a dose series show IC50 in µM; actives 0.6% (n = 340,000); MgcRacGAP-stimulated Rac1 GTP hydrolysis, ADP Hunter fluorescence; higher % means a stronger effect; GST-tagged Rac1 F28L mutant substrate; AID 624330;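 active means first-screen hits whose inhibition reached a set limit at any dose in the follow-up dose series; inconclusive means inhibition above the set first-screen limit but never retested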;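 further: fluorescence reports GDP produced by GAP-driven GTP hydrolysis; strong numbers were not always called active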
Myeloid diff 2: promotes myeloid progenitor differentiation. ER-HoxA9 myeloid progenitors, lysozyme-GFP differentiation, flow cytometry. calls only at 10 µM. actives 1% (n = 360,000);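 active means normalized GFP-positive differentiation at or above the plate's own cutoff, the solvent-only control mean plus 3 SD; inconclusive means no clear call, values can overlap the other calls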;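 further: cells exposed to compound for four days before flow analysis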
RSV CPE inhibition: RSV antiviral activity via CPE protection, HEp-2 cells, primary 10 µM value included (AID 2391); HEp-2 cells, RSV-induced CPE inhibition; higher % means a stronger effect; CPE inhibition, % at 10 µM, or IC50 in µM where a hit was titrated; actives 0.13% (n = 310,000); in the data active means a potency from the dose series; inconclusive means CPE inhibition mostly from about 23% at the one dose, without a potency; inactive means the rest, 99 in 100 with CPE inhibition below about 21%; further: strong numbers were not always called active
Salmonella PhoP GFP: inhibitors of PhoP regulon expression, primary screen, Salmonella Typhimurium, GFP reporter (AID 1863) | one-dose inhibition, % at 50 µM; IC50 in µM for titrated hits | actives 0.16% (n = 300,000) | S. Typhimurium PhoP-regulated promoter GFP reporter, 4 h; higher % means a stronger effect;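 active means inhibition over 29.93%, a cutoff 3 SD above the screen mean, later confirmed by dose response; inconclusive means inhibition over 29.93% but no dose response follow-up; inactive means inhibition at most 29.93% or unconfirmed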;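 further: 0% = low Mg2+ inducing control and 100% = high Mg2+ repressing control; strong numbers were not always called active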
Large T inhibition: TAg ATPase/helicase activity blockers – biochemical (AID 1903); inhibition, % at 20 µM; hits with a dose series show IC50 in µM; SV40 large T antigen ATPase/helicase inhibition assay; higher % means a stronger effect; actives 0.39% (n = 310,000); in the data active means a potency from the dose series; inconclusive means inhibition mostly from about 32% at the one dose, without a potency; inactive means the rest, 99 in 100 with inhibition below about 32%; further: strong numbers were not always called active
West Nile virus CPE: inhibition of WNV-induced cytopathic effect – cell-based, CPE readout (AID 1621); West Nile virus-infected cells, CPE inhibition; higher % means a stronger effect; one-dose CPE inhibition, % at 10 µM; IC50 in µM for titrated hits; actives 0.02% (n = 290,000); in the data active means a potency from the dose series; inconclusive means CPE inhibition mostly from about 3.7% at the one dose, without a potency; inactive means the rest, 99 in 100 with CPE inhibition below about 2.2%; further: strong numbers were not always called active
T cell HTS: T cell immune modulation candidate; 2C CD8+ T cell-vesicle binding, flow cytometry; hits give low values; calls only at 7 µM; actives 0.068% (n = 330,000); AID 2052;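 active means response, share of CD8 T cells binding vesicles, and their 90th percentile fluorescence all below set limits, cut at about 80% in these data, passing the limit was not always enough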
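Also added: QL9-peptide-loaded Drosophila micro-vesicles bearing Ld, ICAM-1 and B7-1; Test system: purified 2C TCR transgenic mouse naive CD8+ T cells; Measured by: cytometric PE anti-B7-1 and Alexa647 anti-CD8 signals after 1% paraformaldehyde fixation; Timing: binding step 1.5 h, 37 °C, antibody labelling 20 min, ice.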
WT yeast gro inh: growth inhibition of WT yeast, mitochondrial fusion screen. mitochondrial fusion phenotypic screen, WT strain. inhibition, % at 10 µM. actives 2.1% (n = 190,000); in the data active means inhibition above about 58%; tested in S. cerevisiae
WT yeast gro inh mutant strain: second read-out of WT yeast gro inh, no call of its own (marks repeat the call); inhibition, %; mitochondrial fusion phenotypic screen, mutant strain inhibition
b-catenin transl cell count 5 µM: second read-out of b-catenin transl, no call of its own (marks repeat the call); cell count; measured here: cell count, cytotoxicity flag
T cell HTS vesicle-bound %: second read-out of T cell HTS, no call of its own (marks repeat the call); double positive events, %; measured here: CD8+ vesicle-bound cell fraction;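 binding gate set so that unloaded-vesicle control wells show 10% double positive cells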
Myeloid diff 2 GFP+ MAC1+ %: second read-out of Myeloid diff 2, no call of its own (marks repeat the call); GFP+ MAC1+ double positive, %; measured here: differentiation confirmed by MAC1 staining
Active calls of the source: *. Outcome played no part in choosing rows. About 3.6% of those tested had a hit in this group.

`COc1ccc(CCNC(=O)C2CCC(=O)N2CCc2ccccc2)cc1OC` (stereo unspecified) gave b-catenin transl 1.6, MgcRacGAP inhibition 14%, Myeloid diff 2 inactive, RSV CPE inhibition 1.5%, Salmonella PhoP GFP 6%, Large T inhibition -2%, West Nile virus CPE 0.0%, T cell HTS inactive, WT yeast gro inh 1, WT yeast gro inh mutant strain -13, b-catenin transl cell count 5 µM 1076, T cell HTS vesicle-bound % 34 and Myeloid diff 2 GFP+ MAC1+ % 0.2.
Screening COc1ccc(-c2cc(=O)oc3c(C)c(OC(=O)c4cccs4)ccc23)cc1 returned b-catenin transl -1.4, MgcRacGAP inhibition 7%, Myeloid diff 2 inactive, RSV CPE inhibition 6.6%, Salmonella PhoP GFP 2%, Large T inhibition 7%, West Nile virus CPE -0.5%, T cell HTS inactive, WT yeast gro inh -27, WT yeast gro inh mutant strain 1, b-catenin transl cell count 5 µM 850, T cell HTS vesicle-bound % 49 and Myeloid diff 2 GFP+ MAC1+ % 0.3.
For CCN(C(=O)COc1ncnc2ccc(Br)cc12)C1CCS(=O)(=O)C1 (stereo unspecified) the results were b-catenin transl -1.8, MgcRacGAP inhibition 6%, Myeloid diff 2 inactive, RSV CPE inhibition -0.1%, Salmonella PhoP GFP 0%, Large T inhibition 8%, West Nile virus CPE 0.2%, T cell HTS inactive, WT yeast gro inh -17, WT yeast gro inh mutant strain -6, b-catenin transl cell count 5 µM 688, T cell HTS vesicle-bound % 57 and Myeloid diff 2 GFP+ MAC1+ % 0.9.
`COc1cc(OC)c(OC)cc1/C=C1/Cc2ccccc2C1=O` gave MgcRacGAP inhibition -2%, Myeloid diff 2 inactive, RSV CPE inhibition inconclusive, Salmonella PhoP GFP -17%, Large T inhibition 21%, West Nile virus CPE -1.4%, T cell HTS inactive, T cell HTS vesicle-bound % 26 and Myeloid diff 2 GFP+ MAC1+ % 1.1.
Cc1cc(C)nc(N2CCC(C(=O)Nc3ccc4c(c3)OCO4)CC2)n1 was read as b-catenin transl -7.6, MgcRacGAP inhibition 4%, Myeloid diff 2 inactive, RSV CPE inhibition -0.6%, Salmonella PhoP GFP 0%, Large T inhibition 0%, West Nile virus CPE -0.3%, T cell HTS inactive, WT yeast gro inh 1, WT yeast gro inh mutant strain 0, b-catenin transl cell count 5 µM 912, T cell HTS vesicle-bound % 8 and Myeloid diff 2 GFP+ MAC1+ % 1.2.
`CC(=O)Nc1cc2c(cc1Br)OCCO2` gave MgcRacGAP inhibition 6%, Myeloid diff 2 inactive, RSV CPE inhibition 0.4%, Salmonella PhoP GFP 3%, Large T inhibition 13%, West Nile virus CPE -0.1%, T cell HTS inactive, WT yeast gro inh -5, WT yeast gro inh mutant strain -3, T cell HTS vesicle-bound % 51 and Myeloid diff 2 GFP+ MAC1+ % 0.8.
Screening O=C(Nc1nc2ccccc2s1)C1CC(=O)N(c2ccc(Br)cc2)C1 (stereo unspecified) returned b-catenin transl 1.9, MgcRacGAP inhibition 5%, Myeloid diff 2 inactive, RSV CPE inhibition 3.2%, Salmonella PhoP GFP -1%, Large T inhibition 2%, West Nile virus CPE -0.4%, T cell HTS inactive, WT yeast gro inh 39, WT yeast gro inh mutant strain 26, b-catenin transl cell count 5 µM 1058, T cell HTS vesicle-bound % 38 and Myeloid diff 2 GFP+ MAC1+ % 0.4.
`O=S1(=O)N=C(N2CCc3ccccc3C2)c2ccccc21` gave b-catenin transl 4.2, MgcRacGAP inhibition 9%, Myeloid diff 2 inactive, RSV CPE inhibition 5.0%, Salmonella PhoP GFP -2%, Large T inhibition 14%, West Nile virus CPE 0.1%, T cell HTS inactive, WT yeast gro inh 1, WT yeast gro inh mutant strain 5, b-catenin transl cell count 5 µM 703, T cell HTS vesicle-bound % 46 and Myeloid diff 2 GFP+ MAC1+ % 0.5.
Screening O=C(NCC1CCCCC1)c1ccccc1[N+](=O)[O-] returned MgcRacGAP inhibition -2%, Myeloid diff 2 inactive, RSV CPE inhibition 1.6%, Salmonella PhoP GFP -7%, Large T inhibition 16%, West Nile virus CPE -0.1%, T cell HTS inactive, T cell HTS vesicle-bound % 42 and Myeloid diff 2 GFP+ MAC1+ % 0.6.
Screening O=C(NCCCN1CCOCC1)c1cc(-c2cccc(O)c2)on1 returned MgcRacGAP inhibition 7%, Myeloid diff 2 inactive, RSV CPE inhibition 0.4%, Salmonella PhoP GFP 7%, Large T inhibition 18%, West Nile virus CPE -0.7%, T cell HTS inactive, T cell HTS vesicle-bound % 36 and Myeloid diff 2 GFP+ MAC1+ % 0.4.
CCOc1ccccc1-n1nnnc1SCC(=O)OC was read as b-catenin transl 1.4, MgcRacGAP inhibition 5%, Myeloid diff 2 inactive, RSV CPE inhibition -0.3%, Salmonella PhoP GFP -3%, Large T inhibition 15%, West Nile virus CPE -0.1%, T cell HTS inactive, WT yeast gro inh -1, WT yeast gro inh mutant strain -5, b-catenin transl cell count 5 µM 897, T cell HTS vesicle-bound % 30 and Myeloid diff 2 GFP+ MAC1+ % 0.2.
`CCOc1ccc2[nH]c(=O)c(CN(Cc3ccccc3)C(=O)N3CCCC3)cc2c1` gave b-catenin transl 0.6, MgcRacGAP inhibition 6%, Myeloid diff 2 inactive, RSV CPE inhibition 1.3%, Salmonella PhoP GFP 9%, Large T inhibition -2%, West Nile virus CPE -0.2%, T cell HTS inactive, WT yeast gro inh -13, WT yeast gro inh mutant strain -52, b-catenin transl cell count 5 µM 1000, T cell HTS vesicle-bound % 48 and Myeloid diff 2 GFP+ MAC1+ % 0.4.
Screening CCOc1ccc2[nH]c(=O)c(CN(Cc3cccs3)C(CC)c3nnnn3C(C)(C)CC)cc2c1 (stereo unspecified) returned b-catenin transl -1.2, MgcRacGAP inhibition 8%, Myeloid diff 2 inactive, Salmonella PhoP GFP 2%, Large T inhibition 14%, West Nile virus CPE -0.2%, WT yeast gro inh -6, WT yeast gro inh mutant strain -15, b-catenin transl cell count 5 µM 1055 and Myeloid diff 2 GFP+ MAC1+ % 0.3.
Screening CCn1cc(S(=O)(=O)N2CCN(Cc3ccc(F)cc3)CC2)cn1 returned b-catenin transl 0.5, MgcRacGAP inhibition 2%, Myeloid diff 2 inactive, RSV CPE inhibition 1.0%, Salmonella PhoP GFP -3%, Large T inhibition 29%, West Nile virus CPE -0.7%, T cell HTS inactive, WT yeast gro inh 3, WT yeast gro inh mutant strain 13, b-catenin transl cell count 5 µM 1066, T cell HTS vesicle-bound % 58 and Myeloid diff 2 GFP+ MAC1+ % 0.1.
Screening O=C(O/N=C1\C(=O)N(c2ccccc2)c2ccccc21)C1CC1 returned b-catenin transl 0.6, MgcRacGAP inhibition 5%, Myeloid diff 2 inactive, RSV CPE inhibition 3.3%, Salmonella PhoP GFP 1%, Large T inhibition 12%, West Nile virus CPE -0.2%, T cell HTS inactive, WT yeast gro inh -21, WT yeast gro inh mutant strain -16, b-catenin transl cell count 5 µM 990, T cell HTS vesicle-bound % 57 and Myeloid diff 2 GFP+ MAC1+ % 0.3.
`Cc1cc([N+](=O)[O-])ccc1NC(=O)CCC(=O)N1CCCCCC1` gave MgcRacGAP inhibition 5%, Myeloid diff 2 inactive, RSV CPE inhibition 1.9%, Salmonella PhoP GFP -5%, Large T inhibition 12%, West Nile virus CPE 0.2%, T cell HTS inactive, T cell HTS vesicle-bound % 60 and Myeloid diff 2 GFP+ MAC1+ % 1.2.
Screening CC(C)C(O)(C#CCN1CCCCC1)c1ccccc1 (stereo unspecified) returned b-catenin transl 1.0, MgcRacGAP inhibition -2%, RSV CPE inhibition 0.4%, Salmonella PhoP GFP 18%, Large T inhibition 4%, West Nile virus CPE -0.7%, WT yeast gro inh 10, WT yeast gro inh mutant strain -1 and b-catenin transl cell count 5 µM 1221.
`O=C1CC(C(F)(F)C(F)(F)C(F)(F)C(F)(F)F)=Nc2ccccc2N1` gave b-catenin transl -0.5, MgcRacGAP inhibition -1%, Myeloid diff 2 inactive, RSV CPE inhibition 2.2%, Salmonella PhoP GFP 1%, Large T inhibition 0%, West Nile virus CPE 0.5%, T cell HTS inactive, WT yeast gro inh -9, WT yeast gro inh mutant strain 52, b-catenin transl cell count 5 µM 1332, T cell HTS vesicle-bound % 28 and Myeloid diff 2 GFP+ MAC1+ % 1.4.
NS(=O)(=O)c1cccc(NC(=O)c2ccccc2NS(=O)(=O)c2ccc(F)cc2)c1 was read as MgcRacGAP inhibition 4%, Myeloid diff 2 inactive, RSV CPE inhibition 1.3%, Salmonella PhoP GFP 6%, Large T inhibition 13%, West Nile virus CPE -0.1%, T cell HTS inactive, T cell HTS vesicle-bound % 17 and Myeloid diff 2 GFP+ MAC1+ % 0.3.
`COc1ccc(OC)c(-c2csc(NC(=O)Cc3ccc(OC)c(OC)c3)n2)c1` gave MgcRacGAP inhibition 8%, Myeloid diff 2 inactive, RSV CPE inhibition 18%, Salmonella PhoP GFP 2%, Large T inhibition 16%, West Nile virus CPE -1.3%, T cell HTS inactive, T cell HTS vesicle-bound % 10 and Myeloid diff 2 GFP+ MAC1+ % 1.4.
Screening O=S1(=O)CCC(N=Nc2c(O)n(Cc3ccccc3)c3ccccc23)C1 (stereo unspecified) returned b-catenin transl 0.0, MgcRacGAP inhibition 14%, Myeloid diff 2 inactive, RSV CPE inhibition 13%, Salmonella PhoP GFP -1%, Large T inhibition 9%, West Nile virus CPE -0.4%, T cell HTS inactive, b-catenin transl cell count 5 µM 1367, T cell HTS vesicle-bound % 59 and Myeloid diff 2 GFP+ MAC1+ % 1.1.
Screening O=C1CC(c2ccco2)CC(O)=C1C=Nc1ccccc1-c1ccccc1 (stereo unspecified) returned b-catenin transl 0.3, MgcRacGAP inhibition 3%, Myeloid diff 2 inactive, RSV CPE inhibition 7.8%, Salmonella PhoP GFP 7%, Large T inhibition 2%, West Nile virus CPE -0.5%, T cell HTS inactive, WT yeast gro inh -12, WT yeast gro inh mutant strain 2, b-catenin transl cell count 5 µM 1141, T cell HTS vesicle-bound % 42 and Myeloid diff 2 GFP+ MAC1+ % 0.1.
